STK33 inh = inhibitors of human STK33 kinase; ADP-Glo luminescence, MBP substrate; inhibition, % at 12.5 µM; 0.44% of 27,000 active; in the data active means inhibition above about 20%; inconclusive means no clear call, values can overlap the other calls
Target sequence (Q9BYT3 whole entry, looked up): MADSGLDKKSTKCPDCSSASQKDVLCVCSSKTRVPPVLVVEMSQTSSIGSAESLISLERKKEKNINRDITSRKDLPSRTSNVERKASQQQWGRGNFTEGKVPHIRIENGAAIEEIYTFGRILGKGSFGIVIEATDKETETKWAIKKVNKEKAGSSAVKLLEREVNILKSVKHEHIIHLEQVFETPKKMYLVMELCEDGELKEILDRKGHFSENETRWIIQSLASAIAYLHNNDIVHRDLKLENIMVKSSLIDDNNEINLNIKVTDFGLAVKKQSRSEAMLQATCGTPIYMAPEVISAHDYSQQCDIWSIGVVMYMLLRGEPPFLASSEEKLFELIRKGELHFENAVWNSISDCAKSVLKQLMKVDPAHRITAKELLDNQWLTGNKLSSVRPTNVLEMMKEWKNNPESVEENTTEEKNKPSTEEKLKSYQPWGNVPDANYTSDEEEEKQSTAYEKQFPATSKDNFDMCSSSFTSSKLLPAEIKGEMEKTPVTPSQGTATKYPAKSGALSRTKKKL
p53 PUMA act = restores mutant p53 pathway signaling in SW480 cells. SW480 PUMA-promoter luciferase, p53 mutant reactivation. activation, % at 9.98 µM. 1.5% of 28,000 active. AID 624151; in the data active means activation above about 52%; inconclusive means no clear call, values can overlap the other calls
Active calls of the source: *; u = inconclusive; x = not tested or not shown.

SMILES | STK33 inh | p53 PUMA act
C[C@@H]1CN([C@H](C)CO)C(=O)c2cc(NS(=O)(=O)c3ccccc3)ccc2O[C@@H](C)CCCCO[C@H]1CN(C)C(=O)c1ccccc1 | x | 3.9
Cc1nn(C(=O)c2ccco2)c(C)c1CN1C(=O)c2ccccc2C1=O | -3.2 | -5.6
C[C@@H]1CCCCO[C@H](CN(C)C(=O)Nc2cccc3ccccc23)[C@@H](C)CN([C@H](C)CO)C(=O)c2cc(NC(=O)c3ccccc3)ccc2O1 | 1.9 | x
CCn1c(SCC(=O)Nc2cc(Cl)c(Cl)cc2Cl)nnc1-c1cc(Br)ccc1O | -2.3 | -2.9
COc1cccc(S(=O)(=O)N(C)C[C@H]2OCc3cn(nn3)CCCC(=O)N([C@@H](C)CO)C[C@H]2C)c1 | 2.1 | x
Cc1ccc(S(=O)(=O)N(C)C[C@H]2Oc3ccc(NC(=O)CCC(F)(F)F)cc3C(=O)N([C@@H](C)CO)C[C@H]2C)cc1 | -0.4 | x
Cc1cc(Cl)c(S(=O)(=O)N2CCN(c3ccc(F)cc3)CC2)cc1OCC(N)=O | 2.8 | -29.5
C[C@H]1CN([C@@H](C)CO)C(=O)Cc2cc(NC(=O)Nc3ccc(C(F)(F)F)cc3)ccc2O[C@H]1CN(C)Cc1ccc(C(=O)O)cc1 | -4.5 | x
C[C@H]1CN([C@@H](C)CO)C(=O)c2cc(NC(=O)Nc3cccc4ccccc34)ccc2O[C@H]1CN(C)S(=O)(=O)c1cn(C)cn1 | 1.4 | x
C[C@H](CO)N1C[C@H](C)[C@@H](CN(C)C(=O)Nc2ccc3c(c2)OCO3)Oc2ccc(NC(=O)Nc3ccc4c(c3)OCO4)cc2C1=O | x | 9.5
Cn1c(=O)c2c(nc(NCCO)n2CCc2ccccc2)n(C)c1=O | 0.3 | 6.6
C[C@H]1CN([C@@H](C)CO)C(=O)c2cc(NC(=O)Cc3ccccc3)ccc2O[C@@H]1CN(C)CC1CCCCC1 | 1.2 | x

Single records (already shown). Values in the order: STK33 inh | p53 PUMA act
Cc1nn(C(=O)c2ccco2)c(C)c1CN1C(=O)c2ccccc2C1=O across the screens: -3.2 | -5.6
CCn1c(SCC(=O)Nc2cc(Cl)c(Cl)cc2Cl)nnc1-c1cc(Br)ccc1O across the screens: -2.3 | -2.9

More results follow:
SMILES | STK33 inh | p53 PUMA act
O=C(NCc1ccco1)c1ccc2c(c1)C(=O)N(Cc1cccnc1)C2=O | -1.0 | 2.8
CCn1c(SCC(=O)Nc2ccc(Cl)c(Cl)c2)nnc1-c1ccc(Br)cc1 | -0.1 | 11.9
C[C@@H]1CN([C@H](C)CO)C(=O)c2cccc(NC(=O)c3cnccn3)c2O[C@@H]1CN(C)CC1CCCCC1 | x | 18.3
FC(F)(F)c1cccc(-n2c(-c3ccncc3)n[nH]c2=S)c1 | x | -13.1
CNC[C@@H]1Oc2ccc(NC(=O)Nc3cccc4ccccc34)cc2CC(=O)N([C@H](C)CO)C[C@@H]1C | -0.6 | 4.7
Cc1nnc(SCC(=O)Nc2ccc([N+](=O)[O-])cc2)s1 | -0.9 | -0.5
CC(C)[C@@H]1CC[C@@]2(C)CCC[C@@](C)(O)[C@@H]2[C@H]1OC(=O)/C=C/c1ccccc1 | -2.1 | 14.0
COc1ccc(NC(=O)Nc2ccc3c(c2)[C@@H]2C[C@H](CC(=O)NC4CCCCC4)O[C@H](CO)[C@@H]2O3)cc1 | x | -0.8
COc1ccc(NC(=O)N(C)C[C@@H]2Oc3ccc(NS(=O)(=O)c4cccs4)cc3C(=O)N([C@@H](C)CO)C[C@@H]2C)cc1 | -1.6 | x
O=c1sc(N2CCN(C3CCCCC3)CC2)nc2ccsc12 | x | 45.5
Cc1ccnc(NS(=O)(=O)c2ccc(NC(=O)C34CCC5CC(CC(C5)C3)C4)cc2)n1 | 0.9 | -1.4
COC1=CC(=O)CC(C)C12Oc1cc(OC)cc(OC)c1C2=O (configuration not stated) | 5.2 | 10.9
O=C1O[C@@H](c2ccccc2)[C@@H](c2ccccc2)N2[C@@H](c3ccccc3OCCO)[C@]3(C(=O)Nc4ccc(C#CC5(O)CCCCCC5)cc43)[C@@H](C(=O)NC[C@H](O)c3ccccc3)[C@H]12 | 10.3 | x
C[C@H]1CN([C@@H](C)CO)C(=O)Cc2cc(NS(=O)(=O)c3cccs3)ccc2O[C@@H]1CN(C)Cc1ccccc1 | 6.1 | -2.1
COc1ccc(CN2C(=O)C(O)(CC(=O)c3ccco3)c3ccccc32)cc1OC (configuration not stated) | 0.4 | -3.2
Cn1c(Cc2cccs2)nnc1SCC(=O)N1CCCc2ccccc21 | 2.2 | 8.1
O=C(CSc1nnc(-c2cccc(Br)c2)n1-c1ccccc1)Nc1ccc(Cl)cc1 | -4.0 | -4.4
COc1ccc(S(=O)(=O)Nc2ccc3c(c2)CC(=O)N([C@H](C)CO)C[C@H](C)[C@H](CN(C)Cc2ccc(C(F)(F)F)cc2)O3)cc1 | 3.1 | 3.2
CC(C)(C)c1ccc(SCC(O)CSc2nc3c(cc2C#N)CCCC3)cc1 (configuration not stated) | -8.9 | -13.2
Cc1noc(C)c1NC(=O)N(C)C[C@H]1OCCCC[C@@H](C)Oc2ccc(NC(=O)Nc3cccc4ccccc34)cc2C(=O)N([C@H](C)CO)C[C@@H]1C | -1.9 | x
CCn1c(=O)c(C(=O)NCCO)c(O)c2ccccc21 | 1.1 | 3.5
C[C@H](CO)N1C[C@H](C)[C@H](CN(C)S(C)(=O)=O)Oc2ccc(NS(=O)(=O)c3ccccc3)cc2CC1=O | 2.6 | x
NC(=O)CSc1nnc(SCc2cccc3ccccc23)s1 | 4.6 | 1.7
C[C@@H]1CN([C@@H](C)CO)C(=O)c2cccc(NC(=O)Nc3ccc(C(F)(F)F)cc3)c2O[C@H]1CN(C)Cc1ccncc1 | x | 4.2
Cc1noc(C)c1NC(=O)N(C)C[C@H]1OCCCC[C@@H](C)Oc2ccc(NS(=O)(=O)c3cn(C)cn3)cc2C(=O)N([C@H](C)CO)C[C@@H]1C | 4.8 | 10.9
CCCOc1ccc(Oc2nc(NCC)nc(OC)n2)nn1 | 3.3 | -6.7
COC(CC(c1c(O)cc2cc(C)oc(=O)c2c1O)c1c(O)cc2cc(C)oc(=O)c2c1O)C(=O)O (configuration not stated) | -6.0 | 7.1
CC1(C)C(=O)[C@@H]2O[C@@H]2[C@@]2(C)C1CC(=O)[C@]1(C)C2CC[C@@]2(C)[C@H](c3ccoc3)OC(=O)[C@H]3O[C@]321 (some centres not stated) | 1.0 | x
C[C@H](CO)N1C[C@H](C)[C@H](CN(C)C(=O)Nc2ccccc2)Oc2ccc(NC(=O)Cc3ccccc3)cc2CC1=O | x | 1.6
CC(=O)Nc1ccc(OC(=O)CSc2nc3ccccc3s2)cc1 | 2.7 | -12.5
Cc1ccc(OC(=O)N(C)C[C@@H]2OCc3cn(nn3)CCCC(=O)N([C@@H](C)CO)C[C@H]2C)cc1 | -1.3 | 14.0
O=C(Cn1cc(C(=O)C2CC2)c2ccccc21)Nc1ccccc1Cl | 0.5 | -5.8
CCn1c(SCC(=O)Nc2ccc(F)c(Cl)c2)nnc1-c1ccc(C(C)(C)C)cc1 | 1.9 | -16.0
O=C(O)C1CC=CCC1C(=O)Nc1ccc(C(=O)N2CCCCC2)c(Cl)c1 (configuration not stated) | 1.4 | -4.0
O=C1C(=O)N(CCCn2ccnc2)C(c2cccc(Br)c2)C1C(=O)c1ccco1 (configuration not stated) | -2.1 | -3.4
O=C(CCn1nc(-c2ccc(Cl)cc2)c2ccccc2c1=O)Nc1cccc(C(F)(F)F)c1 | 1.0 | 12.6
CCOC(=O)c1sc(NC(=O)c2cc(-c3ccccc3)on2)c(C(=O)OCC)c1C | -1.3 | -6.5
CCc1cccc(OCC(=O)Nc2ccc(OC)cc2[N+](=O)[O-])c1 | 1.3 | 91.0*
COc1ccc(S(=O)(=O)N(C)C[C@H]2Oc3ccc(NS(=O)(=O)c4ccccc4)cc3CC(=O)N([C@H](C)CO)C[C@@H]2C)cc1 | x | 2.0
C[C@@H]1CN([C@@H](C)CO)C(=O)Cc2cc(NC(=O)CCC(F)(F)F)ccc2O[C@@H]1CN(C)S(C)(=O)=O | 1.0 | x
C/C=C(/C)C(=O)O[C@H]1CC(C)(C)C[C@H]2C3=CCC4[C@@]5(C)CC[C@H](O[C@@H]6O[C@H](C(=O)O)[C@@H](O[C@@H]7O[C@H](CO)[C@H](O)[C@H](O)[C@H]7O[C@@H]7O[C@H](CO)[C@@H](O)[C@H](O)[C@H]7O)[C@H](O)[C@H]6O[C@@H]6O[C@@H](C)[C@H](O)[C@@H](O)[C@H]6O)C(C)(C)C5CC[C@@]4(C)[C@]3(C)C[C@@H](O)[C@@]12CO (some centres not stated) | -9.3 | x
O=C(Nc1cccc(C(=O)OC2Cc3ccccc3C2=O)c1)c1ccccc1 (configuration not stated) | 3.6 | -5.5
CC(C)NC(=O)Nc1ccc2c(c1)CC(=O)N([C@@H](C)CO)C[C@H](C)[C@H](CN(C)C(=O)Nc1cccc3ccccc13)O2 | -1.6 | x
COC(=O)C[C@@H]1C[C@H]2c3cc(N)ccc3O[C@H]2[C@H](CO)O1 | x | 11.8
CC(C)c1ccc2oc(-c3ccc(NC(=O)COc4ccc([N+](=O)[O-])cc4)cc3)nc2c1 | 7.9 | u
CCOc1ccc(NC(=O)CSc2nnc(N)s2)cc1 | -1.3 | 16.4
Cc1cccc(S(=O)(=O)N(C)C[C@H]2OCc3cn(nn3)CCCC(=O)N([C@@H](C)CO)C[C@H]2C)c1 | 1.3 | x
O=C(C1CCCCC1)N1CC(=O)N2CCc3ccccc3C2C1 (configuration not stated) | 2.6 | x
Cc1cc(C)cc(COc2ccc3c(C)c(CCC(=O)O)c(=O)oc3c2C)c1 | 0.5 | 3.8
CC(=O)c1ccc(NC(=O)CSc2nc(N)cc(=O)[nH]2)cc1 | 0.2 | 26.5
COc1cc(C)c(Cl)c(C)c1S(=O)(=O)NCc1cccnc1 | -5.4 | -2.4
Nc1cc(=O)nc(SCC(=O)N2c3ccccc3Sc3ccccc32)n1-c1ccccc1 | 3.6 | 1.2
Cc1ccc(-n2c(SCC(=O)Nc3sc4c(c3C#N)CCCC4)nnc2-c2ccccc2)cc1 | 0.0 | -2.6
O=C(O)CCSc1nnc(-c2cccnc2)n1-c1ccccc1 | 5.3 | 4.0
COc1cccc(NC(=O)CSc2nc3ccccc3c(=O)n2-c2cccc(C(F)(F)F)c2)c1 | -0.3 | 2.4
C[C@H]1CN([C@@H](C)CO)C(=O)Cc2cc(NC(=O)NC3CCCCC3)ccc2O[C@@H]1CN(C)Cc1ccc(C(=O)O)cc1 | 1.9 | 5.6
O=C(Nc1ccc(I)cc1C(=O)NCc1ccco1)c1cccnc1 | 4.0 | 5.7
Cc1cccc(-c2nnc(SCc3nc4ccccc4c(=O)[nH]3)n2-c2ccccc2)c1 | -0.3 | 7.0
C[C@H](CO)N1C[C@H](C)[C@H](CN(C)Cc2ccc(C(F)(F)F)cc2)Oc2ccc(NC(=O)CCCN(C)C)cc2C1=O | -1.5 | x
COc1ccc(S(=O)(=O)N(C)C[C@@H]2Oc3ccc(NC(=O)Nc4c(C)noc4C)cc3C(=O)N([C@H](C)CO)C[C@H]2C)cc1 | 4.7 | 11.9
(further entries)
SMILES | STK33 inh | p53 PUMA act
CCOC(=O)N1N=C(C)CC1(O)c1cccnc1 (configuration not stated) | -1.9 | x
O=C(NCCCn1ccnc1)C1CC(c2ccccc2Cl)=NO1 (configuration not stated) | -6.2 | -19.3
COc1ccc(C(NC(=O)c2cccnc2)c2cc(Cl)c3cccnc3c2O)cc1OC (configuration not stated) | -2.0 | -46.9
Cc1ccc(N2C(=O)/C(=C/C=C/c3ccccc3)SC2=S)cc1 | 1.3 | x
Cc1cc(C)nc(SCc2csc(N)n2)n1 | -2.3 | 9.3
CC(C)NC(=O)N(C)C[C@@H]1Oc2ccc(NC(=O)CCC(F)(F)F)cc2C(=O)N([C@@H](C)CO)C[C@H]1C | x | 7.9
CCn1c(SCC(=O)Nc2ccc(Cl)cc2Cl)nnc1-c1cccc(C)c1 | 0.0 | 2.1
C[C@H](CO)N1C[C@H](C)[C@H](CN(C)C)Oc2ccc(NC(=O)CCC(F)(F)F)cc2CC1=O | -0.5 | -5.6
O=C(COc1ccc(I)cc1)Nc1cccnc1 | 0.2 | 41.4
C[C@H]1CN([C@@H](C)CO)S(=O)(=O)c2ccc(-c3cncnc3)cc2O[C@@H]1CN(C)Cc1ccccc1 | x | -0.7
Cc1cc(C)c(NC(=O)CSc2nc(O)cc(=O)[nH]2)c(C)c1 | 0.9 | -10.6

No new results follow: entries from further up.
SMILES | STK33 inh | p53 PUMA act
C[C@H](CO)N1C[C@H](C)[C@H](CN(C)Cc2ccc(C(F)(F)F)cc2)Oc2ccc(NC(=O)CCCN(C)C)cc2C1=O | -1.5 | x
COc1ccc(S(=O)(=O)N(C)C[C@@H]2Oc3ccc(NC(=O)Nc4c(C)noc4C)cc3C(=O)N([C@H](C)CO)C[C@H]2C)cc1 | 4.7 | 11.9
CCOC(=O)N1N=C(C)CC1(O)c1cccnc1 (configuration not stated) | -1.9 | x
O=C(NCCCn1ccnc1)C1CC(c2ccccc2Cl)=NO1 (configuration not stated) | -6.2 | -19.3
COc1ccc(C(NC(=O)c2cccnc2)c2cc(Cl)c3cccnc3c2O)cc1OC (configuration not stated) | -2.0 | -46.9
Cc1ccc(N2C(=O)/C(=C/C=C/c3ccccc3)SC2=S)cc1 | 1.3 | x
Cc1cc(C)nc(SCc2csc(N)n2)n1 | -2.3 | 9.3
CC(C)NC(=O)N(C)C[C@@H]1Oc2ccc(NC(=O)CCC(F)(F)F)cc2C(=O)N([C@@H](C)CO)C[C@H]1C | x | 7.9
CCn1c(SCC(=O)Nc2ccc(Cl)cc2Cl)nnc1-c1cccc(C)c1 | 0.0 | 2.1
C[C@H](CO)N1C[C@H](C)[C@H](CN(C)C)Oc2ccc(NC(=O)CCC(F)(F)F)cc2CC1=O | -0.5 | -5.6

From PubChem BioAssay

Some of the compounds tested. The share of hits here may be higher or lower than overall.
